Source: PubChem (several laboratories)
FID counter – counter-screen for HCV NS3 helicase inhibitors: DNA intercalator displacement; DNA fluorescent intercalator displacement, fluorescence; inhibition, % at 7.9 µM; actives 0.17% (n = 290,000); in the data active = inhibition above about 37%;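 also: 0% = vehicle and 100% = reference compound; higher means more ethidium bromide displaced from hairpin DNA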
GPR7 antag – antagonists of human GPR7 (neuropeptides B/W receptor 1). P48145. GPR7-expressing cells, fluorescence antagonist assay. inhibition, % at 4.4 µM. actives 1.1% (n = 290,000). AID 1861; in the data active = inhibition above about 16%, passing the limit was not always enough;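 also: cells stimulated with the agonist NPW; 0% = agonist with vehicle and 100% = vehicle without agonist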
Target sequence (P48145 whole entry, looked up): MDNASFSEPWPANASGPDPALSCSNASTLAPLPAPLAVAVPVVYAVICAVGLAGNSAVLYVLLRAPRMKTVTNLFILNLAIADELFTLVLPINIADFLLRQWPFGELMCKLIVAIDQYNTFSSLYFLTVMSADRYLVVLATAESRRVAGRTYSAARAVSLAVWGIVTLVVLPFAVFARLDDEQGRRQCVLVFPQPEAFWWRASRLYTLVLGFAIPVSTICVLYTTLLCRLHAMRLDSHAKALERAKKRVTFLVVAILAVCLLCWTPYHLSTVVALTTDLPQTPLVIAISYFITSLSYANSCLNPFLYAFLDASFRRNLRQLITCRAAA
IMP-1 inhibitor – blocks Pseudomonas aeruginosa IMP-1 metallo-beta-lactamase | purified IMP-1, nitrocefin hydrolysis, epi-absorbance fluorescence | inhibition, % at 5.6 µM | actives 0.45% (n = 290,000) | AID 1556;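 active = inhibition above the mean plus 3 SD of all compounds in the same screening run, cut at about 4.5% in these data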;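 also: 0% = IMP-1 with DMSO and 100% = DMSO wells lacking enzyme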
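assay system = purified recombinant IMP-1 metallo-beta-lactamase enzyme | schedule = 15 min preincubation plus 25 min reaction at 25 °C | signal = Epi-absorbance fluorescence, 480 nm excitation, 530 nm emission | read-out basis = percent inhibition from optical density relative to buffer-blank wells | controls = IMP-1 with DMSO as 0%, enzyme-free DMSO as 100%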
GalR3 antagonist – human GalR3 antagonism; O60755; inhibition, % at 3 µM; actives 0.44% (n = 360,000); HEK293 GalR3-CNG cAMP membrane potential fluorescence; galR3 body fused to GalR1 C-terminus;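 active = inhibition above the screen-wide average plus 3 SD, cut at about 13% in these data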;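 also: forskolin and galanin both at EC90 stimulate the cells; cAMP rise reported by CNG channel membrane potential dye signal; 0% = forskolin plus galanin with DMSO and 100% = forskolin alone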
Target sequence (O60755 1-299 limits assumed): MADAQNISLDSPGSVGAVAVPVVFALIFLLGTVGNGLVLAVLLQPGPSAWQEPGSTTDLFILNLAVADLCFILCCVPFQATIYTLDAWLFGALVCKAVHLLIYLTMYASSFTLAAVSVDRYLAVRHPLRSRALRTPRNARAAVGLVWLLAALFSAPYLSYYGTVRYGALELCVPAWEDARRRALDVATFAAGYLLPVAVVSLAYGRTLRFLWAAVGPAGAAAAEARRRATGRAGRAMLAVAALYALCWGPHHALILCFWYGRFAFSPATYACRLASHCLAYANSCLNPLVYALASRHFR
OXTR agonist – agonists of human oxytocin receptor. P30559. CHO-OTR cells, Fluo-8 calcium fluorescence; normalized: DMSO 0%, oxytocin 100%. activation, % at 3 µM. actives 0.32% (n = 320,000);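 active = activation above the mean of all tested compounds plus 3 SD, cutoff set per screening run, cut at about 20% in these data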;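 also: peak over basal fluorescence ratio from a 100 s FLIPR kinetic read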
Target sequence (P30559 whole entry, looked up): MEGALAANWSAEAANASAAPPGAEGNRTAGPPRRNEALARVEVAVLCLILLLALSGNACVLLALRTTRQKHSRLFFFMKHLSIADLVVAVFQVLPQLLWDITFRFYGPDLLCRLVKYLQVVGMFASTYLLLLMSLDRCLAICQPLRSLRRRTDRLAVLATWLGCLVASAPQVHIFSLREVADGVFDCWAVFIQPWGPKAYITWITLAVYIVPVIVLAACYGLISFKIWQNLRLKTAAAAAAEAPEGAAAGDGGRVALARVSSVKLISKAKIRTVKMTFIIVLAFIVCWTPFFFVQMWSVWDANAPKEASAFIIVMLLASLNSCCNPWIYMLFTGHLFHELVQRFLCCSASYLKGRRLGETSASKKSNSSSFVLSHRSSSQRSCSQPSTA
HCV NS3 hel inh – inhibitors of Hepatitis C virus NS3 helicase; inhibition, % at 10.9 µM; NS3 helicase DNA unwinding, Cy5 molecular beacon fluorescence; AID 1800; actives 0.56% (n = 290,000);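 active = inhibition above the mean of all tested compounds plus 3 SD, set per campaign, cut at about 35% in these data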;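 also: 0% = DMSO wells and 100% = thioflavine S control wells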
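Assay system: hepatitis C virus NS3 helicase domain fragment enzyme. Also added: annealed dual-labelled DNA beacon duplex, ATP-started. Timing: 1 h reaction at 25 °C, ATP-initiated. Technique: Cy5 fluorescence at 0 and 60 min, beacon hairpin quenching. Evaluation: % inhibition of unwinding. Replication: one well per compound.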
V1R ag counter – V1a receptor agonism, counter-screen for OXTR agonists; P37288; CHO-V1R cells, Fluo-8 calcium fluorescence, agonist mode; 0% DMSO, 100% 3 nM vasopressin; activation, % at 3 µM; actives 0.25% (n = 320,000);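 active = activation above the mean activation of all tested compounds plus 3 SD, per screening run, cut at about 20% in these data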;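 also: signal is peak over basal fluorescence ratio across a 100 second FLIPR read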
VIM-2 inhibitor – inhibitors of Pseudomonas aeruginosa VIM-2 metallo-beta-lactamase; inhibition, % at 5.6 µM; AID 1527; purified VIM-2, nitrocefin hydrolysis, epi-absorbance fluorescence; actives 0.89% (n = 290,000);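 active = inhibition above the mean of all tested compounds plus 3 SD, cutoff set per screening run, cut at about 7.5% in these data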;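 also: red hydrolysis product quenches plate fluorescence so inhibitors raise well fluorescence; 0% = enzyme with DMSO and 100% = DMSO without enzyme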
PHOSPHO1 inh – inhibitors of human PHOSPHO1 phosphatase; AID 1565; inhibition, % at 13.3 µM; recombinant PHOSPHO1, absorbance phosphatase assay; actives 1.1% (n = 290,000); Q8TCT1; in the data active = inhibition above about 60%
The depositor's hits bear a star; . = not tested or not shown.

Compound | V1R ag counter | PHOSPHO1 inh | GPR7 antag | OXTR agonist | FID counter | VIM-2 inhibitor | IMP-1 inhibitor | HCV NS3 hel inh | GalR3 antagonist
COc1ccc(C2C3=C(CCCC3=O)Nc3nc(-c4cc(OC)c(OC)c(OC)c4)nn32)cc1OC (stereo unspecified) | 0.6 | 4 | 2 | 0.3 | -26 | 1.3 | 4.1 | -6 | -4
COc1ccccc1N1C(=O)C2C(c3ccccc3F)NN(C(=O)c3ccc(C)cc3)C2C1=O (stereo unspecified) | 0.3 | -4 | -6 | -1.6 | -37 | -2.3 | 0.8 | -17 | 0
O=C(Nc1ccc(C(=O)N2CCOCC2)cc1)c1cc(-c2cccnc2)nc2ccc(Cl)cc12 | 4.6 | 51 | 3 | 2.5 | -34 | -2.4 | -3.2 | -21 | -1
COc1cc(OC)cc(C(=O)NCC(=O)OCC(=O)NC(C)(C)C)c1 | 1.2 | -9 | -6 | 0.5 | -7 | -1.1 | -3.4 | -1 | -4
CCCC(=O)NC(=S)Nc1cccc(NC(=O)c2ccccc2Cl)c1 | 0.5 | -1 | -3 | -1.4 | -11 | -1.6 | -0.4 | -12 | -4
COc1ccccc1NS(=O)(=O)c1cccc(NC(=O)c2sc3ccccc3c2Cl)c1 | 1.0 | -6 | -16 | 0.7 | 3 | -2.3 | -1.9 | 5 | -2
CCCn1c(SCC(=O)N2c3ccccc3Sc3ccccc32)nc2ccccc21 | 1.9 | -14 | -22 | 2.0 | -26 | -0.3 | -2.2 | -7 | -5
Cc1cc(C)cc(NC(=O)CCN2CCCC2)c1 | 1.3 | -1 | 2 | 0.1 | 2 | -1.0 | -3.5 | -9 | -5
O=C(NCc1ccco1)Nc1ccccc1Cl | -0.5 | 14 | -3 | -2.2 | -4 | -2.4 | -1.0 | 4 | -2
COc1ccc(NC(C)=O)c2nc(C)c(C)nc12 | -0.1 | 1 | -14 | 0.6 | 4 | 0.3 | -2.7 | 5 | 1
CC1=C(C(=O)OC(C)C)C(c2ccccc2)NC(=O)N1C (stereo unspecified) | -0.8 | -19 | -2 | -1.8 | -12 | 1.2 | -1.8 | 10 | -11
O=[N+]([O-])c1cccc(-c2cn3ccccc3n2)c1 | -1.1 | 45 | -16 | -2.1 | 2 | 0.3 | -2.1 | 13 | -3
COc1cc(OC)cc(C(=O)NC2CCSc3ccccc32)c1 (stereo unspecified) | 0.2 | 42 | -20 | -1.2 | -20 | -1.5 | -4.9 | -2 | 2
COC(=O)c1ccc(C(=O)NC(=S)Nc2ccc3nc(SC)sc3c2)cc1 | 0.1 | -13 | -2 | -0.3 | -2 | 0.1 | -0.8 | 14 | 0
N#CCN1C(=O)C(=O)N(Cc2cccc(Cl)c2)C1=O | 0.6 | . | 17 | 0.6 | -6 | -2.9 | -4.1 | 9 | -11
COc1ccc(N(CC(=O)NCCc2ccc(Cl)cc2)S(=O)(=O)c2c(C)[nH]c(=O)[nH]c2=O)cc1 | 0.0 | 22 | -5 | 0.4 | -44 | 1.6 | -2.2 | 2 | 5
N#CCCN(Cc1ccccc1)C(=S)Nc1ccccc1 | 0.7 | 6 | -15 | -0.8 | -6 | 0.8 | -0.9 | 1 | -3
Cc1cc2cc3c(cc2nc1SCC(=O)N1CCCC1)OCCO3 | . | 27 | 1 | . | -30 | 0.7 | -0.8 | -10 | -3
COc1ccc(N2C(=O)CSC(c3ccccc3)C2=O)cc1 (stereo unspecified) | 0.8 | 38 | -11 | 1.5 | -2 | -1.3 | -2.4 | -2 | 3
COc1ccc(CCC(=O)NNC(=O)c2ccc(F)cc2)cc1 | -0.8 | 22 | -3 | 0.6 | -7 | -1.9 | -1.2 | 1 | -2
CCCc1nnc(SCC(=O)NC2CCCC2)n1CCOC | 0.8 | 27 | 4 | 0.7 | -9 | -4.3 | -1.5 | 19 | 9
Cc1ccc(Cc2c(C)nc3nc(SCC(=O)NCCCN4CCCCC4)nn3c2C)cc1 | 0.1 | 35 | 5 | 0.2 | 10 | -0.2 | -1.2 | -25 | -11
CC(=O)Nc1ccc2c(c1)OCCOCCOc1cc(NC(C)=O)ccc1OCCO2 | 0.1 | 37 | -12 | 0.3 | -3 | -0.2 | -3.1 | 2 | -4
CC(C(=O)Nc1cccnc1)N1C(=O)c2ccccc2C1=O (stereo unspecified) | -0.4 | 6 | -14 | -0.3 | 1 | -0.5 | -4.2 | -2 | 2
COc1ccc(-c2cnnn2-c2ccc(N)cc2)cc1OC | 0.2 | 4 | -2 | -0.6 | -3 | -1.3 | -1.7 | -2 | -3
O=C(NCCc1ccccc1)c1ccc2c(c1)N(Cc1ccccc1)CCS2 | 0.0 | -35 | 18 | -1.2 | -22 | -1.5 | -1.1 | -10 | .
COc1ccc(S(=O)(=O)NCC(c2cccnc2)N2CCN(C)CC2)cc1C (stereo unspecified) | -1.1 | -7 | -12 | -0.8 | 7 | -0.6 | -0.7 | -7 | .
COc1ccc(CCN(C)CC(O)COC(c2ccc(F)cc2)c2ccc(F)cc2)cc1OC (stereo unspecified) | . | . | 26 | . | 22 | 0.1 | -2.3 | -64 | -11
Cc1nc(C)c(-c2ccc(SCc3ccc(Cl)cc3)nn2)s1 | 0.1 | 12 | 11 | -1.4 | -34 | -0.9 | -0.1 | -10 | 0
CCOc1ccc(C=Nc2cccc3ncccc23)cc1 | 1.3 | 1 | -12 | 0.9 | -1 | 0.3 | -0.8 | 4 | -2
COc1ccc(OC)c(C2C3=C(CC(C)(C)CC3=O)Nc3nnnn32)c1 (stereo unspecified) | 1.0 | -9 | -4 | -0.3 | -5 | -0.2 | -0.1 | 6 | -1
CC1CCCCN1CCCNc1ccc(C(CC(N)=O)NC(=O)Cc2cccc3ccccc23)cc1[N+](=O)[O-] (stereo unspecified) | 0.2 | 15 | -11 | 0.4 | 18 | -0.8 | -2.4 | -16 | 0
COc1ccc(CNc2oc(-c3cccc4ccccc34)nc2P(=O)(OC)OC)cc1 | 0.1 | -11 | -4 | 0.9 | -29 | -1.6 | -2.4 | -18 | -7
NCCCCCc1nnc(SCc2cccc(Cl)c2)o1 | 0.0 | 12 | 2 | 0.6 | 20 | 0.6 | -3.0 | -24 | -6
Cc1cc(O)c(C(=O)Cc2csc(C)n2)c(O)c1 | 0.5 | -21 | -2 | -0.2 | 9 | -0.1 | -1.5 | 2 | -3
CC(=O)c1cccc(NC(=O)c2ccc(CN3CCc4ccccc4C3)cc2)c1 | 0.7 | 26 | 16 | 1.2 | -2 | -2.0 | -2.2 | -3 | -12
Cc1cc(C)nc(Nc2n[nH]c(C)n2)n1 | 0.6 | 43 | -7 | -0.5 | -3 | -3.2 | -5.0 | -7 | -4
COCCn1cc(C(=O)NCCCN2CCC(C)CC2)c2c3ccccc3n(C)c2c1=O | -0.3 | 34 | -8 | -0.7 | -2 | 0.6 | -2.3 | -14 | -6
O=C(CCSCCC(=O)Nc1ccccc1F)Nc1ccccc1F | 1.6 | -16 | -9 | -0.2 | -14 | -2.3 | -3.9 | 11 | -7
Cc1cc2nc(-c3ccc[nH]c3=O)[nH]c2cc1C | 0.8 | 18 | -7 | -1.1 | -12 | -4.6 | -3.9 | 14 | -9
CCOC(=O)c1c(NC(=O)CSc2nc3ccccc3o2)sc(C)c1C | -0.8 | 41 | -2 | -1.2 | -3 | -0.1 | -0.9 | -11 | -5
CC(=O)Nc1ccc(S(=O)(=O)Nc2cccc(-c3nc4ccccc4o3)c2)cc1 | 7.1 | -4 | 0 | 3.8 | -11 | -0.7 | 0.5 | -13 | -3
CS(=O)(=O)N1CCN(c2ccccc2NC(=O)CSc2ccc(Cl)cc2)CC1 | 0.0 | -7 | 13 | -1.4 | -25 | -4.0 | -7.0 | -13 | -2
CCN(Cc1cnn(C)c1)C(=O)c1cc(COc2cc(C)c(Cl)c(C)c2)on1 | 10 | 14 | 12 | 3.6 | -29 | -3.8 | 0.4 | -24 | -8
COc1ccc(/C=N\Nc2ccc([N+](=O)[O-])cc2)c(C(=O)O)c1OC | 0.9 | 3 | -8 | 1.9 | -8 | -4.6 | -4.7 | 3 | -7
COc1ccccc1NCC(=O)NNC(C)C(=O)Nc1cccc(Cl)c1 (stereo unspecified) | -0.2 | 7 | 7 | 0.9 | -7 | -2.2 | -3.5 | 2 | -4
Cc1cc(C)cc(NC(=O)C2CCN(S(=O)(=O)c3ccc4c(c3)NC(=O)C(C)S4)CC2)c1 (stereo unspecified) | 1.7 | 24 | 30* | -1.1 | -37 | 0.5 | 2.2 | 43* | -8
Cc1cccc(NC(=O)c2nc(-c3ccccc3)n(-c3ccccc3)n2)c1C | -1.0 | 15 | -5 | -2.6 | -10 | -0.4 | -1.0 | 1 | -5

One compound at a time, from the list above. Values in the order: V1R ag counter	PHOSPHO1 inh	GPR7 antag	OXTR agonist	FID counter	VIM-2 inhibitor	IMP-1 inhibitor	HCV NS3 hel inh	GalR3 antagonist
COc1cc(OC)cc(C(=O)NC2CCSc3ccccc32)c1 (stereo unspecified) reads 0.2	42	-20	-1.2	-20	-1.5	-4.9	-2	2
Cc1cc2nc(-c3ccc[nH]c3=O)[nH]c2cc1C reads 0.8	18	-7	-1.1	-12	-4.6	-3.9	14	-9

Next records follow:
Compound | V1R ag counter | PHOSPHO1 inh | GPR7 antag | OXTR agonist | FID counter | VIM-2 inhibitor | IMP-1 inhibitor | HCV NS3 hel inh | GalR3 antagonist
CC1(C)CC(=O)C(C(=O)/C=C/c2ccco2)C(=O)C1 | 0.2 | 1 | 0 | 0.1 | -2 | -5.1 | -3.4 | 10 | 0
O=C(Nc1ccc2c(c1)OCCO2)C1CC1c1ccccc1 (stereo unspecified) | -0.5 | -7 | -3 | -1.8 | -7 | -0.6 | -3.3 | -9 | 1
CCOc1cccc2sc(N(CCN(C)C)C(=O)c3ccc4c(c3)OCCO4)nc12 | 0.0 | 27 | 1 | 0.1 | 22 | -1.6 | -5.5 | -24 | -12
COc1ccccc1/C=C/C(=O)OCC(=O)NNC(=O)c1ccccc1 | -0.1 | -2 | -10 | -0.7 | -10 | -5.9 | -1.4 | 13 | -11
CC(=O)c1cccc(NC(=O)/C(=C\c2cccnc2)NC(=O)c2ccc(C)cc2)c1 | -0.6 | 32 | -7 | -0.8 | -24 | -2.3 | -3.1 | -1 | -7
CC1CCCCN1S(=O)(=O)c1ccc2c(c1)CCN2C(=O)C1CC1 (stereo unspecified) | 3.4 | 42 | -16 | 2.5 | -38 | -1.3 | -3.5 | 1 | 4
CCC(C)C(=O)Nc1nc(C)c(-c2csc(Nc3cc(Cl)ccc3OC)n2)s1 (stereo unspecified) | 0.2 | 91* | -13 | -1.3 | -1 | -3.1 | -1.3 | -2 | -1
CC(=O)Nc1nnc(SCC(=O)NCc2ccc3c(c2)OCO3)s1 | 0.2 | 33 | -8 | 0.6 | -4 | -1.3 | -2.6 | 0 | -3
